SIRT5 inh: sirtuin-5 (human) deacylase inhibition. Q9NXA8. Purified SirT5, succinyl-peptide AMC, trypsin-coupled fluorescence. inhibition, % at 15 µM. hit rate 1.1% among 330,000; in the data active = inhibition above about 15%; inconclusive = no clear call, values can overlap the other calls
Target sequence (Q9NXA8 whole entry, looked up): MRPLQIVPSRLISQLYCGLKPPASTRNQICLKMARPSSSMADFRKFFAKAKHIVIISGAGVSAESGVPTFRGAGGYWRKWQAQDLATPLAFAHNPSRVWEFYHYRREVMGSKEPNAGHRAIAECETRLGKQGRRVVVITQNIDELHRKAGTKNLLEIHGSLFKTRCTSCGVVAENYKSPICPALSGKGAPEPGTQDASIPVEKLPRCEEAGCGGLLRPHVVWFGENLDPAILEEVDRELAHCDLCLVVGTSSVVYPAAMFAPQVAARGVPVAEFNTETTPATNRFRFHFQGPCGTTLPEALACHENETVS
F508del corr: CFTR F508del correction in bronchial cells | hit rate 0.36% among 350,000 | CFBE cells, YFP halide quenching; stimulated with forskolin plus potentiator P3; % fluorescence drop versus neutral controls | activity (quench increase), % at 7.58 µM;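 active = mean added fluorescence quench of at least 8% versus neutral control, with both replicates also reaching 8%; inconclusive = only one of the mean or replicate conditions met; inactive = mean below 8% and not both replicates reaching 8%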;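 note: cells transiently co-express mutant CFTR-F508del with the halide-sensitive YFP; corrector assay measuring rescue of mutant channel to the surface after 24 h compound exposure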
miR-122 sensor: miR-122 inhibition in Huh7 cells | Huh7 miR-122 Renilla luciferase sensor, 48 h; neutral wells = 0, positive control = 100 | activation (reporter increase), % at 12.5 µM | hit rate 0.3% among 340,000 | AID 602342;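 active = mean replicate activation score at least 90 and every replicate individually at or above 90; inconclusive = only one of the two criteria met; inactive = neither criterion met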;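 note: higher luciferase means less miR-122 activity so hits act as miR-122 inhibitors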
DENV2 CPE: DENV2-induced cell death inhibition; hit rate 1.7% among 350,000; CPE inhibition, % at 9.99 µM; DENV2-infected cells, cytopathic effect rescue, plate reader; in the data active = CPE inhibition above about 20%, passing the limit was not always enough; inconclusive = no clear call, values can overlap the other calls; tested in BHK-21 cells;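 note: 0% = median of neutral control wells and 100% = median of positive control wells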
Casp6 inh: inhibitors of human caspase-6. AID 686996. purified caspase-6, Z-VEID-R110 cleavage fluorescence. inhibition, % at 12.5 µM. hit rate 0.53% among 350,000;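 active = mean inhibition across replicates at least about 35%, with every replicate also reaching that limit, limit read from the data; inconclusive = only one of the two criteria met; inactive = neither criterion met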;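 note: 0% = median of neutral control wells and 100% = no fluorescence left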
Target sequence (P55212 24-179 limits assumed): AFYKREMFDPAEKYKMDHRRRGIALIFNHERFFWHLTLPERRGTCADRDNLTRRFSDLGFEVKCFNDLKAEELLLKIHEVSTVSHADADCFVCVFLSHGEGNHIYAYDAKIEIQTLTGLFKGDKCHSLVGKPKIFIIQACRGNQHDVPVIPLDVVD
Target sequence (P55212 194-293 limits assumed): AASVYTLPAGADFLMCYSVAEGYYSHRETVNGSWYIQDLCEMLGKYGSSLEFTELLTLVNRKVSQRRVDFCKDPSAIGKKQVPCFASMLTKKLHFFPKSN
ERAP1 inh: ERAP1 (human) enzyme inhibition; Q9NZ08; recombinant ERAP1, Leu-AMC fluorescence, 60 min; inhibition, % at 10.7 µM; hit rate 0.15% among 340,000; AID 652197;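 active = mean replicate inhibition of at least 30%, or all replicates individually reaching that 30% level; inactive = mean below 30% and not every replicate reaching it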;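 note: 0% = neutral control wells and 100% = L-leucinethiol positive control wells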
ERp5 block: inhibitors of human ERp5; Q15084; ERp5 insulin aggregation, absorbance 650 nm, 90 min; inhibition, % at 9.99 µM; hit rate 0.05% among 350,000;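 active = mean replicate inhibition above about 25%, with every replicate also reaching it, limit read from the data, passing the limit was not always enough; inconclusive = only one of those two criteria met; inactive = neither criterion met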
Target sequence (Q15084 whole entry, looked up): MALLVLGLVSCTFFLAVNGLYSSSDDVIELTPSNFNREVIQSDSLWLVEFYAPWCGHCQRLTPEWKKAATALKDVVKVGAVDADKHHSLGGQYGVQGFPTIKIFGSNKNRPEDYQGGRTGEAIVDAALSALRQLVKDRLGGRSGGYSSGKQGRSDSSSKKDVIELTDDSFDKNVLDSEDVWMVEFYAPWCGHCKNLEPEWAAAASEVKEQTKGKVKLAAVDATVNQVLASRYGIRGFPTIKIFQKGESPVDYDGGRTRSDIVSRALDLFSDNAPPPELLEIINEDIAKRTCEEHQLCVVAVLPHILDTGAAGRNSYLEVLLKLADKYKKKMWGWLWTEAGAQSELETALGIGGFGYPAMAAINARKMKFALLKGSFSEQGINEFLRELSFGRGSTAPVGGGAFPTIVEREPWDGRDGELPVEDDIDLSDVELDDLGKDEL
Numbers without * were called inactive; u = inconclusive; x = no result given; & = joins results of further samples; [ ] = dose if it differs, or a comment.

SMILES	SIRT5 inh	F508del corr	miR-122 sensor	DENV2 CPE	Casp6 inh	ERAP1 inh	ERp5 block
COc1ccc(CN(C)C[C@@H]2OCCCC[C@H](C)Oc3ccc(NC(=O)Nc4ccc(OC)cc4)cc3C(=O)N([C@H](C)CO)C[C@@H]2C)cc1	2	-2.0	8[16.7 µM]	15	-1	0	2
O=C(Nc1ccccc1)C1CC(=O)n2c(nc3ccccc32)N1 (configuration not stated)	x	-3.5	x	3	3	-3	0
O=C(O)CCCCCNS(=O)(=O)c1ccc(Cl)cc1	-2	1.7	x	12	1	8	0
O=C(CCCOc1ccccc1)NNC(=O)c1ccncc1	x	-1.7	-9	15	-4	-5	-2
C[C@@H]1CCCCO[C@@H](CN(C)Cc2ccccc2)[C@H](C)CN([C@@H](C)CO)C(=O)c2cc(NC(=O)c3ccncc3)ccc2O1	-3	3.4	1[16.7 µM]	4	-1	-1	4
O=C(O)CC12CC3CC(C1)CC(n1ncc(NCc4ccc(F)cc4)c(Cl)c1=O)(C3)C2	-5	-2.2	5	0	-1	1	-3
COc1ccc(-c2noc(N3CCC(C(=O)Nc4ccc(OC)cc4OC)CC3)n2)cc1	1	-2.3	x	2	-1	-5	5
CCCNC(=O)Cn1cnc2sc(C(=O)Nc3ccc4c(c3)OCO4)c(C)c2c1=O	-8	-0.7	-1	5	1	1	-2
O=C(O)C1=C[C@H](c2ccc3c(c2)Cc2ccccc2-3)C[C@H](OCCCCO)O1	5	-1.9	x	-3	-2	1	6
Cc1cc2nc(-c3ccc(C#N)cc3)c(Cc3cccc(F)c3)n2c(C)c1Br	-7	1.1	1	-8	-4	-3	2
CO[C@@H]1CN(C)C(=O)c2cc(NS(C)(=O)=O)ccc2OC[C@H](C)N(Cc2cncnc2)C[C@H]1C	-1	1.0	x	4	x	x	2
COc1ccc(C(=O)Nc2ccc(S(=O)(=O)Nc3cc(C)nc(C)n3)cc2)cc1OC	0	1.1	x	-3	-8	-1	1
Cc1cnc2ccc(F)cc2c1	-4	0.1	8	u	-3	4	-2
C[C@H]1CCCCO[C@H](CN(C)C(=O)Nc2ccc(F)cc2)[C@@H](C)CN([C@@H](C)CO)C(=O)c2cc(NS(=O)(=O)c3ccc(Cl)cc3)ccc2O1	-50	-1.1	35[16.7 µM]	x	-5	2	-5
Cc1ccc(C(=O)N2CCN(c3ccccc3F)CC2)cc1NC1=NC2CS(=O)(=O)CC2S1 (configuration not stated)	-2	-2.2	3	-2	-3	0	3
CCCc1nnc(NC(=O)c2cc3ccccc3o2)s1	0	0.8	0	1	-3	-1	4
N#Cc1ccc(OCC(=O)N(C2CCCCC2)C2CCS(=O)(=O)C2)cc1 (configuration not stated)	-2	1.5	-6	-1	5	3	-6
Cc1ccc(NC(=O)C2(C)CCN2C(=O)Cc2ccccc2Cl)cc1C (configuration not stated)	x	-1.8	2	4	1	-5	1
CCN1C(=O)c2ccccc2Sc2ccc(C(=O)NCCCN3CCCCC3)cc21	-1	0.4	4	-1	-31	-6	4
COc1ccc2c3c(n(C)c2c1)[C@@H](CO)N(C(=O)NC(C)C)CC31CN(CC2CC2)C1	-5	0.3	x	5	0	0	14

A few values from the entries so far.
Casp6 inh result of Cc1ccc(C(=O)N2CCN(c3ccccc3F)CC2)cc1NC1=NC2CS(=O)(=O)CC2S1 (configuration not stated) → -3
ERp5 block result of O=C(O)CCCCCNS(=O)(=O)c1ccc(Cl)cc1 → 0

Later entries
SMILES	SIRT5 inh	F508del corr	miR-122 sensor	DENV2 CPE	Casp6 inh	ERAP1 inh	ERp5 block
CCCn1c(CNc2ccc(Br)cc2)nc2ccccc21	-2	-0.2	8	-4	2	2	-7
CN1CCN(NC(=O)CC(C)(C)C)CC1	-3	1.7	x	-5	5	5	8
O=C(CCC(=O)c1cccs1)Nc1ncccc1O	-1	0.0	-3	13	16	-3	1
COc1ccc(C(=O)NCCc2ccc(C)cc2)cc1OC1CCN(C(C)=O)CC1	-2	-0.7	-7	6	3	1	-4
COc1ccc(CN(C)C(=O)c2ccc(NS(=O)(=O)c3ccccc3)cc2)c(OC)c1	2	-3.0	11	-4	3	1	1
O=C(Nc1cccc([N+](=O)[O-])c1)N1CCCCCC1	-1	-0.4	-4	-5	-2	-1	9
Cc1cccc(/C(N)=N/OC(=O)COc2ccc(Cl)cc2)c1	35*	-1.0	-10	x	0	4	3
N#CC(C(=O)NCc1ccco1)c1nc2ccccc2nc1N1CCOCC1 (configuration not stated)	1	x	x	x	4	1	-4
CC1(C)CC(=O)C=C(c2ccc(-c3cccc(C(N)=O)c3)cc2)C1=O	0	-3.6	-7	-5	5	1	-5
Cc1cc(OCC(=O)N2CCN(c3ccc(F)cc3)CC2)c2c(C)cc(=O)oc2c1	-3	0.8	x	-1	-1	-4	x
CC1CCCN(C(=O)c2ccc(OC3CCN(CCc4ccccc4)CC3)cc2)C1 (configuration not stated)	0	-0.7	7	-3	2	1	3
COc1ccccc1NC(=O)CCc1nnc2ccc(N3CCCCC3)nn12	0	1.2	x	-5	-1	-1	x
Cc1sc2nc(CSC(C)C(=O)Nc3cc(S(C)(=O)=O)ccc3Cl)[nH]c(=O)c2c1C (configuration not stated)	1	0.6	x	-5	6	5	-5
CCCNC(=O)C[C@@H]1CC[C@@H]2[C@H](COc3ccc(NS(=O)(=O)c4ccccc4C)cc3C(=O)N2C)O1	0	-0.1	-67[16.7 µM]	10	1	0	-2
Cc1ccc2nc(C)cc(N/N=C/c3ccccc3O)c2c1	4	0.7	3	1	-1	0	-2
CCCC#Cc1ccc2c(c1)O[C@H](CN(C)C(=O)NCCC)[C@H](C)CN([C@H](C)CO)S2(=O)=O	0	0.7	-5[16.7 µM]	1	0	-2	2
C=CCNC(=O)NC(=O)COC(=O)CNS(=O)(=O)c1ccc(F)c(F)c1F	-1	-0.2	x	x	-2	2	0
C/C=C/c1ccc2c(c1)O[C@H](CN(C)C(=O)Cc1ccncc1)[C@@H](C)CN([C@H](C)CO)S2(=O)=O	-4	4.2	-11[16.7 µM]	-8	-1	2	-2
COC(=O)c1cc2c(c3c4cc(C#N)ccc4n(S(=O)(=O)c4ccc(C)cc4)c13)C(=O)N(C)C2	x	1.9	x	-14	-7	-4	0
OCCN(CCO)c1nc(-c2ccccc2)nc2c1oc1ccccc12	-2	1.1	x	4	-1	-2	2
Cc1cccnc1C(NC(=O)C1CCN(CCOc2ccc(Cl)cc2Cl)CC1)c1ccc(Cl)cc1 (configuration not stated)	x	-1.2	-9	u	-2	-3	3
COc1ccccc1N(Cc1ccccc1)S(=O)(=O)c1cccc(C(=O)Nc2ccccn2)c1	-1	1.6	11	10	39*	-1	3
S=C(Nc1cc(Cl)ccc1Oc1ccccc1)N1CCN(c2ccccn2)CC1	-1	1.4	12	6	1	-1	-1
CCCCN1C(=O)C(CC(=O)NC2CCCCC2)CC(C(=O)N(CC)CC)=C1C (configuration not stated)	x	-0.7	0	-4	-1	-1	0
Nc1nnc(SCC(=O)Nc2ccccc2)s1	2	1.2	x	2	-2	-1	3
CC(=O)Nc1c(-c2ccccc2)nc2ccc(Cl)cn12	-3	-0.8	-2	u	-2	x	-2
O=C(C1CCC(CNS(=O)(=O)c2cccs2)CC1)N1CCN(c2ccc(Cl)cc2)CC1 (configuration not stated)	4	0.9	-15	1	1	-1	7
C[C@H](CO)N1C[C@H](C)[C@H](CN(C)Cc2ccc3c(c2)OCO3)Oc2ccc(NC(=O)Cn3cnnn3)cc2CC1=O	-5	-0.1	3[16.7 µM]	-12	-1	-1	-2
COc1cc(C(C)=NNC(=O)c2ccncc2)ccc1O	-3	1.9	-1	3	14	3	3
C[C@H]1CN([C@@H](C)CO)C(=O)c2cc(/C=C/c3ccccc3)cnc2O[C@H]1CN(C)Cc1ccccc1	-8	2.6	-6[16.7 µM]	3	0	1	-10
Cc1nn(C)cc1NC(=O)C[C@H]1CC[C@H]2[C@@H](COc3ccc(NC(=O)C4CCOCC4)cc3C(=O)N2C)O1	-7	x	x	-1	6	1	-2
C[C@H](CO)N1C[C@H](C)[C@H](CN(C)S(=O)(=O)c2cccs2)Oc2c(NC(=O)Nc3ccc4c(c3)OCO4)cccc2C1=O	-6	-6.4	7[16.7 µM]	-3	-1	-1	-2
O=C(CN1CCN(c2ccccc2O)CC1)Nc1cccnc1Cl	-24	5.6	-9	-2	2	0	1
COC(=O)c1cn(NC(=O)Cc2cccc(OC)c2)c(=O)c2ccccc12	-2	-2.3	-3	5	2	-3	-1
Cc1[nH]nc(N=CC2=C(O)CC(C)(C)CC2=O)c1-c1ccccc1	1	-0.3	-5&3	5	0	1	-8
COc1cc(OC)nc(Oc2ccc(N)c(C)c2)n1	-5	-4.2	-8	0	-1	2	5
O=c1oc(-c2ccc(Br)o2)nc2ccccc12	-3	x	10	x	9	-5	3
CCc1noc(C)c1C(=O)NNC(=O)COc1ccccc1C	-3	3.6	x	-5	2	-1	-9
C[C@H]1CN([C@@H](C)CO)C(=O)c2cc(NC(=O)CCC(F)(F)F)ccc2O[C@@H]1CN(C)Cc1ccc(-c2ccccc2)cc1	0	-3.9	-13[16.7 µM]	11	1	-2	-5
CNC[C@H]1Oc2c(NC(=O)Nc3c(C)noc3C)cccc2C(=O)N([C@H](C)CO)C[C@@H]1C	3	-2.9	4[16.7 µM]	-7	0	2	-8
N#C/C(=C\c1cccc(Oc2ccccc2)c1)C(=O)N1CCOCC1	-2	-1.0	-4	5	0	-3	1
CCOC(=O)Cn1nc(C)n(-c2ccc(Cl)cc2)c1=O	x	0.3	x	-5	0	-3	1
CCC(=O)Nc1ccc2c(c1)OC[C@@H](C)N(C(=O)c1ccccc1F)C[C@@H](C)[C@@H](OC)CN(C)C2=O	0	x	2[16.7 µM]	-8	0	0	-5
Nc1nc(N)c(N=O)c(Nc2ccc(Cl)c(Cl)c2)n1	x	1.0	x	0	0	0	0
Cc1ccc(CNC(=O)NCc2ccccc2)cc1	-10	0.1	x	3	1	-3	-2
O=C(NCCCc1ccccc1)N1CCOCC1	1	-1.6	-1	3	10	1	-5
C[C@@H]1CN([C@H](C)CO)C(=O)c2cccc(NC(=O)c3ccc(-c4nccs4)cc3)c2O[C@H]1CN(C)Cc1ccc(Cl)c(Cl)c1	4	-5.0	2[16.7 µM]	3	1	0	-8
O=C(NCCC1CC1(Cl)Cl)c1ccc([N+](=O)[O-])cc1 (configuration not stated)	-2	1.2	4	3	2	0	1
COc1ccc2c3c(n(C)c2c1)[C@@H](CO)N(Cc1cccc(Cl)c1)CC31CN(C(=O)C2CC2)C1	8	-0.4	x	13	-3	-1	9
CCCc1nnc(NC(=O)CSc2nc3ccccc3[nH]2)s1	-5	0.5	6	-3	7	-2	5
CCn1c(C2CC(=O)N(c3cc(C)cc(C)c3)C2)nc2ccccc21 (configuration not stated)	1	-0.8	2	8	-1	5	3
C[C@H](CO)N1C[C@H](C)[C@H](CN(C)Cc2ccc(C(F)(F)F)cc2)Oc2c(NC(=O)CCCCCC(=O)Nc3ccccc3N)cccc2C1=O	x	-4.1	x	-9	-3	0	9
COc1ccccc1NC(=O)N[C@@H]1CC[C@@H](CC(=O)NCc2ccc(Cl)c(Cl)c2)O[C@H]1CO	2	1.8	x	-1	0	3	-4
CC(C)N1CCN(c2ccncc2S(=O)(=O)N2CCCCC2)CC1	-5	-3.2	x	-5	0	1	-3
C[C@@H]1CCCCO[C@@H](CN(C)S(=O)(=O)c2ccccc2)[C@H](C)CN([C@@H](C)CO)C(=O)c2cc(NC(=O)NC3CCCCC3)ccc2O1	4	-0.5	-5[16.7 µM]	8	-1	-2	5

Sorted by length of the SMILES (largest number first): three of the compounds above.
SMILES	SIRT5 inh	F508del corr	miR-122 sensor	DENV2 CPE	Casp6 inh	ERAP1 inh	ERp5 block
C[C@H](CO)N1C[C@H](C)[C@H](CN(C)Cc2ccc(C(F)(F)F)cc2)Oc2c(NC(=O)CCCCCC(=O)Nc3ccccc3N)cccc2C1=O	x	-4.1	x	-9	-3	0	9
Cc1ccc(NC(=O)C2(C)CCN2C(=O)Cc2ccccc2Cl)cc1C (configuration not stated)	x	-1.8	2	4	1	-5	1
N#CC(C(=O)NCc1ccco1)c1nc2ccccc2nc1N1CCOCC1 (configuration not stated)	1	x	x	x	4	1	-4

Random draw from the library. Share with any hit: about 4%.
